Source: PubChem BioAssay (several laboratories)
MRP reversal = reverses drug resistance mediated by MRP. AID 602. H69AR cells + 2 uM doxorubicin, CellTiter-Glo, 72 h. differential viability (reversal), % at 10 µM. hit rate 0.04% among 85,000;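 active = viability drop by adding the cancer drug above about 55%, with treated viability meeting a 40% cutoff, limit read from the data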;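 also: viability without doxorubicin minus viability with 2 µM doxorubicin for each compound; larger differential means the compound sensitizes cells more to doxorubicin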
IL1B NFkB inh = blocks IL-1B driven NFkB nuclear translocation in HUVEC cells | HUVEC IL-1B NFkB p65 nuclear translocation imaging | inhibition, % at 2 µM | hit rate 0.43% among 94,000;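 active = inhibition above about 30% together with a positive call from visual inspection of the well image, limit read from the data; inconclusive = inhibition above a set limit but visual check negative; inactive = inhibition not above a set limit, visual check negative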;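 also: nuclear over cytoplasmic p65 intensity ratio measured by imaging; 0% = IL-1B stimulated DMSO wells and 100% = unstimulated DMSO wells; values of inactives mirror those of a sister screen read the other way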
Bcl-B displacement = displacers of TR3 peptide from Bcl-B, primary screen, selectivity assay for Bfl-1 inhibitor project, biochemical, fluorescence polarization. FP displacement of FITC-TR3 peptide from Bcl-B; higher % means a stronger effect. displacement, % at 20 µM; hits with a dose series show IC50 in µM. hit rate 0.11% among 96,000;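 active = displacement above 50% at 20 µM plus a fluorescence interference ratio under 1.5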;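 also: plate controls were wells without compound for no effect and wells lacking Bcl-B protein for full effect; a part of the inactive calls stands beside numbers as strong as those of hits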
NFkB transloc pot = enhances IL-1B driven NFkB nuclear translocation. HUVEC IL-1B NFkB p65 nuclear translocation imaging. activation, % at 2 µM. hit rate 0.3% among 94,000;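 active = activation above 40%, about the mean plus 3 SD, also judged a hit on visual image review; inconclusive = activation above 40% but not a hit on visual review; inactive = activation not above 40% and no visual hit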;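 also: percent activation is computed from the nuclear over cytoplasmic p65 intensity ratio; values of inactives mirror those of a sister screen read the other way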
PLAP inhibitors HTS = inhibition of human placental alkaline phosphatase – biochemical, luminescence, HTS (AID 690). hit rate 0.08% among 96,000. purified PLAP, luminescent substrate; higher % means a stronger effect. inhibition, % at 20 µM; hits with a dose series show IC50 in µM; in the data active = a potency from the dose series; inactive = the rest, 99 in 100 with inhibition below about 30%; also: strong numbers were not always called active
MRP reversal cytotoxicity = recorded beside MRP reversal, whose call it bears; viability, %; H69AR cells, CellTiter-Glo, 72 h; measured here: cytotoxicity without doxorubicin
MRP reversal with doxorubicin = second read-out of MRP reversal, no call of its own (marks repeat the call); viability, %; measured here: viability with 2 uM doxorubicin; stronger effect = lower value
IL1B NFkB inh cell count 2 µM = second read-out of IL1B NFkB inh, no call of its own (marks repeat the call); cell count; measured here: cells passing quality filter;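 raw number of nuclei counted in each imaged well without normalization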
NFkB transloc pot cell count 2 µM = further read-out of NFkB transloc pot, marked with its call; cell count; measured here: cells passing quality filter
* = called active by the depositor; u = inconclusive; x = not tested or not shown. Only part of the results is shown, so the mix of outcomes need not match the whole.

Every second line gives: IL1B NFkB inh	IL1B NFkB inh cell count 2 µM	NFkB transloc pot cell count 2 µM	MRP reversal	PLAP inhibitors HTS	MRP reversal cytotoxicity	Bcl-B displacement	NFkB transloc pot	MRP reversal with doxorubicin
- COC(=O)c1cc(O)c(OCc2ccccc2)c(O)c1
  -14	153	153	12	-6%	97	-1%	15	85
- CCCCC(=O)N1CC2(C)CN(C(=O)CCCC)CC(C)(C1)C2=O
  8	109	109	-2	4%	91	2%	-8	93
- CCOc1ccc(C(C)=O)cc1N1C(=O)C2C(C1=O)C1C=CC2C12CC2 (configuration not stated)
  -20	57	57	-9	-1%	95	1%	20	104
- O=C(Nc1nccs1)c1ccc(S(=O)(=O)c2ccccc2)cc1
  -19	125	125	-2	11%	71	-9%	19	73
- COc1ccc(NC(=O)Nc2ccc3nsnc3c2)cc1
  -19	128	128	x	-5%	x	17%	19	x
- COC(=O)c1ccccc1NC(=O)C1CCN(C(=O)c2cc(OC)cc(OC)c2)CC1
  15	94	94	-22	-56%	46	0%	-15	68
- CC(C(=O)NCc1ccco1)n1nc(-c2ccccc2)c2cc(Cl)ccc21 (configuration not stated)
  4	189	189	-8	40%	35	3%	-4	44
- COc1ccc(S(=O)(=O)N(C)C2CCN(C)CC2)cc1
  -6	55	55	14	-15%	92	-5%	6	78
- CC(C)(C)NC(=O)CSc1nc2ccc(NC(=O)CSc3nnnn3Cc3ccccc3)cc2s1
  -10	178	178	-4	-35%	88	4%	11	92
- CCN(CC1COc2ccccc2O1)C(=S)Nc1ccccc1 (configuration not stated)
  0	126	126	x	12%	x	-4%	0	x
- NC(=O)c1c(NC(=O)CN2C(=O)CCC2=O)sc2c1CCCCC2
  -10	71	71	x	-14%	x	1%	10	x
- Cc1nn2c(-c3cccc(NC(=O)CN4CCOCC4)c3)nnc2c2ccccc12
  -8	153	153	-4	x	76	x	8	80
- Cc1ccc(C2=[N+]([O-])C3(CCCCC3=O)N(O)C2(C)C)cc1 (configuration not stated)
  -1	183	183	-6	13%	89	3%	1	96
- CCn1c(CNc2ccc(Cl)cc2)nnc1SCC(=O)NCc1ccccc1
  -1	184	184	7	-62%	98	2%	1	92
- Cc1ccc(NC(=O)NC(=O)CN2C(=O)NC3(CCCCCCC3)C2=O)c(C)c1
  2	194	194	-10	-17%	82	-2%	-2	92
- CSc1nc2nc(C)cc(-c3ccccc3)n2n1
  -15	125	125	-7	0%	79	0%	15	85
- OC1C=CSc2nc3ccccc3n21 (configuration not stated)
  -4	106	106	1	10%	42	-11%	4	42
- O=C(O)CN1C(=O)c2cccc(Oc3ccc(Cl)cc3)c2C1=O
  -31	144	144	1	-13%	93	-3%	31	92
- CCN1/C(=C\C(C)=O)Sc2ccc(OC)cc21
  -6	148	148	7	3%	96	-5%	6	90
- CC1(C(=O)N(CC(=O)NC2CCCC2)C2CCCC2)CC(=O)N=C2C=CC=CN21 (configuration not stated)
  x	x	x	13	-11%	92	8%	x	80
- CNc1nnc(-c2ccc(N(C)C)cc2)s1
  2	129	129	-4	x	83	x	-2	87
- COC(=O)CSc1nc2c(c(-c3ccc(C)o3)c1C#N)CCCC2
  -29	114	114	-10	20%	66	9%	29	76
- COC(=O)C1C(=O)OC(C)(C)C1C(C)C(=O)c1ccccc1 (configuration not stated)
  -7	51	51	20	8%	94	-4%	7	74
- N#Cc1c(SCC(=O)OCc2ccccc2)nsc1SCC(=O)OCc1ccccc1
  -2	155	155	28	63µM*	101	0%	2	73
- COc1cc2c(cc1OC)C(C(=O)N1CCOCC1)C(c1cccs1)N(C)C2=O (configuration not stated)
  -17	131	131	5	-1%	91	-2%	17	86
- COc1ccc(NC(=O)N2Cc3ccccc3CC2C(=O)NC(C)(C)C)cc1 (configuration not stated)
  0	121	121	x	13%	x	-4%	0	x
- Cn1c(SCC(=O)OC2CCCCC2)nnc1-c1ccc(S(=O)(=O)N2CCCC2)cc1
  x	x	x	12	-62%	98	3%	x	86
- CC(C)N(C(=O)c1sc2cc([N+](=O)[O-])ccc2c1Cl)C(C)C
  6	170	170	x	-8%	x	-5%	-6	x
- CCCCNC(=O)C1(c2ccc(OC)cc2)CCOCC1
  -8	106	106	9	x	94	x	8	85
- O=C(Nc1ccccc1[N+](=O)[O-])C1=C(O)CCn2c1nc1ccccc12
  -7	196	196	-15	-14%	62	37%	7	77
- COc1ccccc1NS(=O)(=O)c1cccc(C(=O)OCC(=O)Nc2cc(C)on2)c1
  -4	155	155	13	0%	94	-12%	4	81
- COc1ccc(/C=N/NC(=O)C(=O)N2CCN(c3ccccc3OC)CC2)cc1
  2	123	123	x	-53%	x	10%	-2	x
- O=S(=O)(c1ccc2ccccc2c1)N1CCCCC1
  -4	104	104	-3	13%	97	0%	4	100
- CCC(c1nnnn1CCc1ccccc1)N(Cc1ccco1)Cc1cc2c(C)ccc(C)c2[nH]c1=O (configuration not stated)
  -17	173	173	8	-57%	24	-72%	17	17
- O=C(NC1CCN(C(=O)N2c3ccccc3Sc3ccccc32)CC1)c1ccccc1Cl
  -30	124	124	x	-20%	x	-6%	29	x
- COc1ccc(-c2nnn(CC(=O)N(Cc3cccs3)C(C)C(=O)NC3CCCC3)n2)cc1OC (configuration not stated)
  -2	93	93	13	-72%	105	1%	2	93
- CCOC(=O)c1c(NC(C)=O)sc2c(OC)c(Br)ccc12
  -6	80	80	-17	5%	38	-2%	6	55
- CNC(=O)c1ccccc1S(=O)(=O)c1ccccc1C#N
  -6	202	202	x	-11%	x	2%	6	x
- Cc1cccc(Cn2c(=O)c3c(nc4n3CCCN4Cc3ccccc3)n(C)c2=O)c1
  -101	181	x	32	-33%	66	-4%	u	34
- CC(=O)NCCc1csc(-c2ccccc2)n1
  -6	101	101	-1	x	98	x	6	100
- CCOc1nc(C#N)nc(N2CCCCC2)n1
  x	x	x	-6	-3%	91	0%	x	97
- Cc1cc(NC(=O)CSc2n[nH]c(-c3cccs3)n2)no1
  5	117	117	4	-10%	91	3%	-5	87
- Cc1ccccc1C(=O)Nc1c(C(=O)N2CCCC2)cnn1-c1ccccc1
  1	102	102	-6	-19%	81	0%	-1	87
- CCCCc1nnc(NC(=O)CSc2nc(C)cc(=O)[nH]2)s1
  18	90	90	1	15%	92	-6%	-18	91
- O=C(NCCCNC1CCCCC1)c1ccc(/C=N/O)nc1
  -12	121	121	-2	0%	83	-4%	12	85
- CC(C)c1ccc(CN2CC(C(=O)O)CC2=O)cc1 (configuration not stated)
  6	176	176	18	-30%	109	2%	-6	91
- Cc1[nH]c2ccc(F)cc2c(=O)c1SC(F)(F)C(F)F
  -4	77	77	x	8%	x	4%	4	x
- COc1cccc(NC(=O)n2nc(N)cc2-c2ccc(Cl)cc2)c1
  x	x	x	-50	-3%	48	2%	x	98
- CC1CCC2(CC1)NC(=O)N(Cc1nc(-c3ccccc3)no1)C2=O (configuration not stated)
  x	x	x	15	-10%	102	-8%	x	87
- Oc1ccc(N=Cc2ccc(O)c(O)c2)cc1
  7	183	183	x	x	x	x	-7	x
- CCNC(=O)CN(c1ccc(C)cc1)S(=O)(=O)c1ccccc1
  -7	146	146	-4	1%	88	13%	7	92
- COC(=O)c1ccc(NC(=O)CN2CCN(c3ccccc3C)CC2)cc1
  -2	97	97	17	x	104	x	2	88
- CCCNC(=O)c1cc(SC)ccc1Cl
  -22	112	112	-5	2%	98	-2%	22	103
- O=c1c2ccccc2nnn1CSc1nnc(Nc2ccccc2)s1
  4	109	109	-1	2%	96	-7%	-4	97
- Cc1cnc(C(=O)OCC(=O)NCCc2ccccc2)cn1
  16	101	101	1	8%	96	0%	-16	95
- CC1(C)C(c2cccs2)=[N+]([O-])C2(CCCCC/C2=N\NC(N)=O)N1O (configuration not stated)
  1	162	162	4	2%	100	1%	-1	96
- O=C(NC1CCCCC1)c1ccc(Cn2cc(Br)cn2)o1
  -14	200	200	9	13%	93	8%	14	85
- CN(C(=O)c1ccncc1)C1CC(C)(C)N(O)C(C)(C)C1
  -36	122	122	8	-16%	98	4%	36	90
- COc1nc(C#N)c(N2CCOCC2)o1
  -34	151	151	1	-9%	104	-4%	34	103
- CCCCn1nc(CC(=O)O)c2ccccc2c1=O
  x	x	x	-3	-5%	101	-2%	x	103

Carrying on:
Every second line gives: IL1B NFkB inh	IL1B NFkB inh cell count 2 µM	NFkB transloc pot cell count 2 µM	MRP reversal	PLAP inhibitors HTS	MRP reversal cytotoxicity	Bcl-B displacement	NFkB transloc pot	MRP reversal with doxorubicin
- Cn1c(=O)c2c(nc(-n3ccnc3)n2Cc2ccc(Cl)cc2Cl)n(C)c1=O
  -2	124	124	8	-54%	81	-2%	2	73
- Cc1occc1C(=O)Nc1nn[nH]n1
  0	169	169	9	5%	96	4%	0	87
- COc1ccc(C)cc1NC(=O)C1CCCN1S(=O)(=O)c1ccc2c(c1)CCC(=O)N2 (configuration not stated)
  -17	170	170	-1	-53%	86	-35%	17	87
- Cn1c(SCc2ccc(F)cc2)nnc1-c1cccs1
  4	97	97	19	27%	98	9%	-4	80
- CC(C)CCn1c(-c2nonc2N)nc2ccccc21
  -3	84	84	-38	x	11	x	3	49
- Cc1cccc(NC(=O)C2CCN(S(=O)(=O)c3cccs3)CC2)n1
  1	54	54	17	11%	99	-4%	-1	81
- CC(C)C(=O)Nc1cccc(NC(=S)NC(=O)C(c2ccccc2)c2ccccc2)c1
  -6	99	99	x	1%	x	30%	6	x
- COC(=O)c1cc(OC)ccc1-c1ccc(OC)cc1
  -5	156	156	-37	-13%	29	1%	5	66
- CCCCN(C)C(=O)CSc1nc(NCc2ccc(OC)cc2)c2ccccc2n1
  -9	149	149	0	-50%	76	0%	9	76
- O=C(Nc1ccccc1C(=O)N1CCOCC1)c1ccncc1
  11	122	122	-11	4%	94	-9%	-11	105
- COc1ccccc1NC(=O)CNC(=O)c1ccc(F)cc1
  3	115	115	-3	3%	79	-5%	-3	82
- COc1cc(C(=O)Oc2c(CN3CCOCC3)cc(Cl)c3cccnc23)cc(OC)c1OC
  -11	178	178	0	-104%	2	-8%	11	2
- CCOc1cccc(-c2nn3c(-c4ccccn4)nnc3s2)c1
  x	x	x	-3	12%	58	-11%	x	61
- CCOC(=O)C1=C(N)N(c2ccc(N3CCCCC3)cc2)C(=O)C1
  -10	179	179	6	-57%	76	12%	10	71
- CCN(CC)S(=O)(=O)c1ccc2c(c1)c(=O)c(C(=O)NCCOC)cn2C
  -20	138	138	15	-32%	96	-8%	20	81
- COCCn1c(COc2ccc(Cl)cc2)nnc1SCC(N)=O
  -5	105	105	7	14%	108	2%	5	102
- Cn1c(=O)c2cn(Cc3ccc(Cl)cc3)cc2n(C)c1=O
  -16	159	159	6	20%	89	-10%	16	84
- COCc1cc(=O)[nH]c2cc(NC(=O)C3CC3)c(C)cc12
  2	161	161	x	-8%	x	4%	-2	x
- CC(C)(C)Nc1nc(C(N)=O)nc(N2CCOCC2)n1
  -11	121	121	19	14%	80	-9%	11	62
- CCN=C1SC(C(=O)Nc2ccc(Cl)c(Cl)c2)CC(=O)N1CC (configuration not stated)
  x	x	x	5	8%	97	-10%	x	92
- COc1cccc(N(C(=O)Cn2nnc3ccccc32)C(C(=O)NCc2ccco2)c2cccnc2)c1 (configuration not stated)
  x	x	x	8	-40%	98	-3%	x	89
- N#Cc1c(N)c(C(=O)c2ccc(Br)cc2)n2c1CCC2
  5	120	120	3	5%	95	-17%	-5	92
- Cc1ccc2nc(S(=O)(=O)O)[nH]c2c1
  x	x	x	-2	12%	96	-14%	x	97
